Assay outcomes (PubChem BioAssay)
Ba/F3 V617F tox: reduced viability of JAK2V617F-dependent Ba/F3 cells, primary screen, JAK2V617F inhibitor project, cell-based, Ba/F3 EpoR-JAK2V617F, luminescence. inhibition, % at 5.6 µM. 220,000 tested, 1.1% active. AID 1446, 2008. ATP luminescence;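 active = inhibition above the campaign mean plus 3 SD over all tested compounds, cut at about 24% in these data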;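 also: cytokine-independent growth of Ba/F3 cells driven by EpoR plus mutant JAK2; 0% = DMSO-treated cells and 100% = JAK inhibitor I control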
BaF3 tox: parental Ba/F3 cell viability inhibition, counter-screen for JAK2V617F inhibitor project, murine pro-B, CellTiter-Glo luminescence; CellTiter-Glo ATP luminescence; 220,000 tested, 1.1% active; inhibition, % at 5.6 µM;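 active = inhibition above a per-campaign cutoff, the mean inhibition of all tested compounds plus 3 SD, cut at about 27% in these data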;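 also: 0% = DMSO wells and 100% = JAK Inhibitor I control wells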
MDM2 E3 inh: MDM2-luciferase reporter signal enhancers, primary screen, MDM2 E3 ligase inhibitor project, cell-based, luminescence, 1536-well. E3 ubiquitin-protein ligase Mdm2 (Homo sapiens), Q00987. cell-based MDM2 ubiquitination luciferase reporter, 2 h; 0 = plate control, 100 = twice control, blank-subtracted. signal enhancement, % at 5 µM. 210,000 tested, 0.11% active. AID 1230, 2008;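 active = signal enhancement of 30% or more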;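 also: luminescence tracks abundance of the self-degrading MDM2-luciferase fusion protein; higher signal means inhibition of MDM2 E3 ligase activity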
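System: stable MDM2–luciferase fusion reporter cells / Input: 2000 cells seeded into each well / Schedule: 4 h settle plus 2 h compound, 37 °C / Compound: single-point 5 µM / Buffer or medium: cells held in DMEM / Benchmarks: control and blank well means / Evaluation: percent signal gain over controls, blank-subtracted / Measured by: luciferase luminescence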
eIF4E 4G PPI: eIF4E–eIF4G protein interaction inhibitors, primary screen, biochemical, uHTS, TR-FRET, eIF4GI fragment; Eukaryotic translation initiation factor 4E (Mus musculus) + Eukaryotic translation …; TR-FRET eIF4E-eIF4GI(517-606) binding, 2 h; inhibition, % at 21.7 µM; 220,000 tested, 0.37% active;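 active = inhibition above about 30%, limit read from the data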;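 also: 0% = full FRET control wells and 100% = background wells lacking eIF4GI fragment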
Wee1 stabilizer: Wee1 degradation inhibitors, primary screen, cell-based, HeLa, Wee1K328M-luciferase, luminescence. Wee1-like protein kinase (Homo sapiens), P30291. HeLa Luc-Wee1K328M stability; 100% = proteasome inhibitor MG132 effect. reporter increase, % at 5 µM. 220,000 tested, 1.2% active. AID 1321, 2008;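 active = activation above the mean of all tested compounds plus 3 SD, set per screening run, cut at about 8.8% in these data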;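 also: cells exposed to compound for 20 h before luminescence read; 0% = DMSO alone and 100% = MG132 at 30 µM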
Target sequence (P30291 whole entry K328M): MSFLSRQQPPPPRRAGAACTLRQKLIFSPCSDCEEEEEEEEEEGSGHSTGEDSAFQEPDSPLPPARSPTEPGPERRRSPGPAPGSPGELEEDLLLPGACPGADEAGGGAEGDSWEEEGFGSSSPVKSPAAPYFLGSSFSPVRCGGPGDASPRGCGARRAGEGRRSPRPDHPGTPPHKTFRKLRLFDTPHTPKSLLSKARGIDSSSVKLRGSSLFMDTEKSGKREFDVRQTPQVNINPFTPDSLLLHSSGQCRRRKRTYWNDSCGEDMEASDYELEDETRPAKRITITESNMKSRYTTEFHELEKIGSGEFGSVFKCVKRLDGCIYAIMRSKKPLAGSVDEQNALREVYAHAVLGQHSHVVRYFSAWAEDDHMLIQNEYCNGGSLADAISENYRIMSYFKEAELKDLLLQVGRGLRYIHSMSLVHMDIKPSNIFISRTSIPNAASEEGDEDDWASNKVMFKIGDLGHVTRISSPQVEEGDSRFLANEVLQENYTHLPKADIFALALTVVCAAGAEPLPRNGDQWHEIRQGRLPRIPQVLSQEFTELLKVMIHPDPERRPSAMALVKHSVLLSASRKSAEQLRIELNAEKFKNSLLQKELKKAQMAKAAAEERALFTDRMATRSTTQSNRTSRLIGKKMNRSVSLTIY
S1P4 ag: S1P4 receptor agonists, primary screen, cell-based. S1P4-expressing cell line, agonist reporter assay. 220,000 tested, 0.35% active. activation, % at 4.98 µM. AID 1509, 2009; in the data active = activation above about 11%;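 also: 0% = DMSO vehicle and 100% = reference agonist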
S1P4 antag: S1P4 receptor antagonists, primary screen, cell-based; Sphingosine 1-phosphate receptor 4 (Homo sapiens), O95977; S1P4-expressing cells, antagonist mode, reporter read-out; inhibition, % at 4.98 µM; 220,000 tested, 0.26% active; in the data active = inhibition above about 29%;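 also: 0% = wells stimulated with agonist and 100% = vehicle wells without agonist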
NPY2 pot ag: NPY-Y2 potentiators or agonists, primary screen, cell-based | cells expressing NPY-Y2, potentiator/agonist read-out | activation, % at 3.6 µM | 220,000 tested, 0.45% active | AID 1359, 2008; in the data active = activation above about 27%;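 also: cells stimulated with NPY near EC25 plus isoproterenol at EC100; 0% = vehicle plus submaximal agonist and 100% = vehicle plus saturating agonist; some results beyond the cut were filed as inactive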
Target sequence (P49146 whole entry, looked up): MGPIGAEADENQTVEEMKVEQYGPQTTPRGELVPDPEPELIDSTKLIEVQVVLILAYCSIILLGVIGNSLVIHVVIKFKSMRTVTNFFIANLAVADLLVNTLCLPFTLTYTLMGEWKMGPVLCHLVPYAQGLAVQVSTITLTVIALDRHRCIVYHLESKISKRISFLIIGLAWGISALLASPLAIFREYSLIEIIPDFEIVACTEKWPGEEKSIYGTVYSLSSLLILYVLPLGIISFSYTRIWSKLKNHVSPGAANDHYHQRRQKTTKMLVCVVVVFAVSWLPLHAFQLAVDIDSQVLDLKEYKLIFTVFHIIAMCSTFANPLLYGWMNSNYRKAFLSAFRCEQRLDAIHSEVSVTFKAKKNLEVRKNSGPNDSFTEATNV
PERK inhibitor: block of dimerizer-induced PERK translation repression, primary screen, PERK inhibitor project, CHO PERK-DD cells, SEAP luminescence, HTS; Eukaryotic translation initiation factor 2-alpha kinase 3 (Homo sapiens), Q9NZJ5; CHO PERK-DD fusion, SEAP luminescence translation reporter; inhibition, % at 5.6 µM; 220,000 tested, 0.17% active;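 active = inhibition above the mean inhibition of all tested compounds plus 3 SD, set separately per screening campaign, cut at about 2.9% in these data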;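 also: PERK kinase domain activated by AP20187 dimerizer at 100 nM; 0% = DMSO with dimerizer and 100% = rapamycin at 8.4 µM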
* marks the source's active call; other numbers are inactive results; x = not tested or not shown; [ ] = dose if it differs, or a comment.

Values run as follows: Ba/F3 V617F tox, BaF3 tox, MDM2 E3 inh, eIF4E 4G PPI, Wee1 stabilizer, S1P4 ag, S1P4 antag, NPY2 pot ag, PERK inhibitor
1: Cn1cccc1C(=O)OCc1csc(-c2ccccc2)n1
 : 2, -2, -58, -2, -1, -0.2, -7, -9, 0.0
2: CCOC(=O)C1CCN(Cc2ccc(O)c(OC)c2)CC1
 : -1, 1, -1, -5[fluorescence artefact?], -2, -0.3, -3, -8, 0.6
3: COc1ccc(C(=O)CSc2nccc(=O)[nH]2)cc1
 : 4, 3, 20, 0[fluorescence artefact?], 4, 1.3, -10, -11, 0.2
4: CC(C)(C)OC(=O)NCCc1nnc(SCc2ccc(Cl)cc2)o1
 : -2, 1, -3, -10[fluorescence artefact?], 2, -1.1, -1, -11, -1.6
5: O=S(=O)(c1ccc(F)c(F)c1)N1CCN(Cc2ccc3c(c2)OCO3)CC1
 : -1, 2, -16, 16[fluorescence artefact?], -2, -0.7, -18, -20, 1.2
6: COc1ccc(CN(CC2CCCO2)S(=O)(=O)c2ccc(C(=O)O)cc2)cc1OC (stereo not drawn)
 : -3, 5, -17, -3, -2, 1.4, -13, 4, 1.4
7: CC1(C)CC(=O)C2=C(C1)OC(N)=C(C#N)C2c1ccccc1OC(=O)N1CCOCC1 (stereo not drawn)
 : -2, 2, -10, 4, 2, 0.4, -11, -4, -0.1
8: CC(OC(=O)CCc1nc2ccccc2c(=O)[nH]1)C(=O)c1ccc(C(C)(C)C)cc1 (stereo not drawn)
 : -4, 0, -8, 7, -4, -0.5, 4, -7, -0.6
9: Cc1cc(C(=O)OCC(=O)NCc2cccs2)c2ccccc2n1
 : -1, 4, -3, 1, 1, -0.7, -9, -10, 0.6
10: Cc1sc2nc3n(c(=O)c2c1C)CCCCC3
 : -5, 2, -1, -4, 1, 2.7, -15, 15, 0.0
11: Cc1ccc(C(C)C)c(OCCNC(=O)c2cncc(Br)c2)c1
 : 2, 6, -15, 1, 0, 0.1, 8, 3, -0.1
12: CCN(CC)Cc1c(-c2ccccc2)[nH]c2ccc(C)cc2c1=O
 : -2, 5, -9, 6, -1, 0.8, 2, -13, -0.5
13: COc1ccc(N2CC(C(=O)NC3CC(C)(C)NC(C)(C)C3)CC2=O)cc1 (stereo not drawn)
 : -3, 6, -7, -2, 0, 3.4, -13, 1, 1.2
14: NC(=O)CNc1ncc(C(F)(F)F)cc1Cl
 : -6, -2, -20, 2, 3, 0.8, -22, 7, 0.9
15: CC(C)(C)c1ccc(OCc2ccc(C(=O)N/N=C3\CC4CC=CC34)cc2)cc1 (stereo not drawn)
 : -7, 1, x, -2, 4, -0.9, -15, 1, 0.2
16: COc1cccc(/C=N/NC(=O)CSc2nnc(C)n2-c2ccccc2)c1O
 : 0, -3, -22, -1, 2, -0.8, -1, -2, -0.4
17: Cc1ccc(C(=O)N2CCN(c3ccc(NC(=O)COc4ccccc4C)cc3)CC2)cc1
 : -1, 3, -18, 4, 0, -0.9, 12, 12, 0.9
18: CCOC(=O)C(C(=O)OCC)=C1OC(=O)c2ccccc21
 : -1, 1, -12, 10[fluorescence artefact?], -1, -0.9, 6, 7, 2.4
19: COc1ccc(S(=O)(=O)N2CCOCC2)cc1NC(=O)CSc1ncnc2ccccc12
 : -5, -1, -3, -2, -2, 0.2, -7, -2, -0.2
20: O=[N+]([O-])c1ccc(N2CCN(Cc3ccccc3)CC2)nc1
 : -1, 9, -10, 3, 0, 3.9, -22, 4, 0.7
21: CS(=O)(=O)NCCSCc1ccccc1
 : 0, 4, 0, 6, 4, 1.1, -4, 5, 0.4
22: CN(c1ccc(C(=O)Nc2ccc3c(c2)OCCO3)cc1)S(C)(=O)=O
 : 2, 6, -20, -1, -3, -1.5, 6, 2, 0.2
23: COc1ccccc1C(=O)OCCCN=C1NS(=O)(=O)c2ccccc21
 : 1, 0, -4, -1, 0, 1.3, -7, -9, 0.0
24: Cc1ccc(NC(=S)NNC(=O)CSc2nc3ccccc3c(=O)n2-c2ccc(C)cc2)cc1
 : 2, 43*, x, 3[fluorescence artefact?], 1, 1.0, -9, 1, -0.5
25: CC(O)C(NS(=O)(=O)c1ccc(Cl)cc1)C(=O)OCC(=O)N1CCN(c2ccccc2)CC1 (stereo not drawn)
 : 1, 8, -2, 5, -1, 1.1, -2, 7, -0.4
26: CCC(C)NC(=O)CN1C(=O)NC2(CCc3ccccc3C2)C1=O (stereo not drawn)
 : -1, 9, 4, 1, 4, 0.4, -9, -5, 0.3
27: CCOC(=O)N1CCc2c(sc(NC(=O)CN3CCOCC3)c2C#N)C1
 : -1, 0, -10, 2, -3, 0.9, -10, 10, 1.7
28: CCOC(=O)C1=C(C)NC(=O)C(C#N)C1c1ccncc1 (stereo not drawn)
 : -1, 3, -25, 3[fluorescence artefact?], -1, 1.1, 1, 7, 1.0
29: CC#CC#Cc1cccc(=O)o1
 : 1, -9, x, -7, -3, -0.6, 23, -4, 2.4
30: O=C(CSc1nncn1-c1ccccc1)NC1CCCc2ccccc21 (stereo not drawn)
 : -1, 3, -4, 1, 2, 1.2, -12, -1, -0.2
31: Cc1ccc(CNC(=O)c2cccnc2Cl)cc1
 : -2, -1, -8, -3, 2, 1.1, 5, -8, 0.6
32: O=C(CSc1nc2ccccc2o1)Nc1ccc(Cl)cc1
 : -6, 2, 1, 2, 1, 0.9, 1, -3, 0.7
33: O=C(C[n+]1ccc(C(=O)NCc2ccccc2)cc1)c1ccc2c(c1)OCCO2
 : -3, 2, -10, 0, -1, 0.4, -12, 1, 0.7
34: O=C(NC1CCCCC1)c1cnn2c(C(F)(F)F)cc(-c3ccco3)nc12
 : -1, 5, -14, -3, -4, 1.7, -11, 5, -1.2
35: CCOC(=O)N1CCN(c2c(N3CCN(c4ccccc4F)CC3)c(=O)c2=O)CC1
 : -5, 1, 4, -4, -3, 0.8, -4, 12, -0.1
36: Cc1cc(C)nc(/N=C(\N)Nc2ccc([N+](=O)[O-])cc2)n1
 : -3, 0, -13, -3[fluorescence artefact?], 0, 0.1, -5, 13, -0.1
37: CCOC(=O)N1CCN(C(=O)Cn2c(=O)sc3ccccc32)CC1
 : 2, 2, -12, -5, 1, 0.9, -17, -8, -0.5
38: Brc1c(OCCOCCn2cncn2)ccc2ccccc12
 : -1, 5, -4, -8, 5, -1.3, -13, -4, 0.6
39: Cc1ccc(CNS(=O)(=O)c2cn(C)cn2)cc1
 : -2, 5, -37, -14, 1, 0.5, 5, 6, -0.4
40: CCOc1ccccc1/C=N/NC(=O)CNC(=O)COc1ccccc1
 : 0, -1, -3, 0, 1, 1.7, -13, 8, 1.4
41: CS(=O)(=O)c1ccc2nc(NC(=O)c3cccc(NS(=O)(=O)c4ccc(F)c(F)c4)c3)sc2c1
 : 1, 7, -16, 1[fluorescence artefact?], -1, -0.1, -21, 3, 0.3
42: CCc1nnc(NC(=O)C(CC)CC)s1
 : -2, -11, x, -2, 1, 0.4, 2, -8, 1.1
43: Cn1c(=O)c2[nH]c(=O)cnc2n(C)c1=S
 : 0, 7, 4, -5, -1, 1.1, -4, -14, -0.3
44: CC(C)CN1CCN(Cc2nc(C(C)C)cs2)CC1CCO (stereo not drawn)
 : 3, 5, -13, 2, 3, 0.6, -8, -7, 0.3
45: COC(=O)CCc1c(C)c(C(=O)c2cc(F)c(F)c(F)c2F)c2ccccn12
 : 3, 5, -1, 3, -1, -1.2, -15, -15, 0.5
46: COc1ccc(/C=N\NC(=O)c2sc(N)nc2C)cc1OC
 : -1, 4, 3, 2, 2, 0.7, -1, 5, 0.7
47: COc1ccc(N(CC(=O)Nc2ccc(F)c(Cl)c2)S(=O)(=O)c2c(C)noc2C)cc1
 : -3, 1, -13, 0, -3, -0.4, -20, 11, 1.1
48: COc1cc(C(=O)NCc2cn3ccccc3n2)cc(OC)c1OC
 : -2, -2, 1, 2, -2, 4.7, -6, -12, -0.3
49: Cc1cccc(-n2cnc(C(=O)N/N=C\c3ccc(Br)cc3)c2)n1
 : -4, 1, -12, -28, -1, 2.8, 6, 14, 1.4
50: COc1ccc(CC(=O)Nc2cc3oc4ccccc4c3cc2OC)cc1
 : -1, 3, 9, 19, -2, 1.1, -15, -3, 0.8
51: N#Cc1nc(-c2ccc(OCc3ccccc3)cc2)oc1NCCCn1ccnc1
 : -2, 1, -6, -6, 0, 2.2, -8, -23, 0.8
52: O=C(CCN1CCN(Cc2ccccc2)CC1)Nc1ccccc1Cl
 : -2, 1, -2, 0[fluorescence artefact?], 2, 3.6, -16, -5, -0.4
53: S=c1[nH]nc(-c2cccnc2)n1-c1ccccc1
 : 4, 0, 0, 1[fluorescence artefact?], -1, -1.5, -5, -9, -0.5
54: OC(CN1CCN(c2ccccn2)CC1)Cn1c2ccccc2c2ccccc21 (stereo not drawn)
 : -1, 4, -28, 2, -1, -2.0, -16, -9, -0.1
55: C[C@@H](O)c1nc2ccccc2n1N
 : 0, 5, 0, 2, -1, 0.4, -23, 5, -0.1
56: CCCc1c(O)nc(SCCN(CCC)CCC)[nH]c1=O
 : 1, 8, -1, -6[fluorescence artefact?], 2, -0.6, 4, 11, 0.1
57: CC1=NN(C(=O)c2cc(C)nn2C)C(O)(C(F)(F)F)C1 (stereo not drawn)
 : 1, 1, 10, -1[fluorescence artefact?], 1, 0.8, -15, -5, -0.8
58: CC(C)C(NC(=O)c1ccco1)C(=O)NCC(c1ccco1)N1CCCCC1 (stereo not drawn)
 : -5, 0, -6, -13, -2, 0.6, -17, -6, -0.6
